# Screening data: PubChem BioAssay, several laboratories
# CCHFV vOTU inh – CCHFV vOTU protease inhibition | Pep-AMC fluorescence | inhibition, % at 11.5 µM | hit rate 0.55% among 370,000 | AID 651958; in the data active = inhibition above about 30%; also: 0% = vehicle wells with enzyme and 100% = no enzyme wells
# TcdB GH inh – inhibitors of Clostridioides difficile toxin B glycohydrolase. P18177. TcdB glycohydrolase enzymatic assay, plate reader. inhibition, % at 9.99 µM. hit rate 0.24% among 350,000; in the data active = inhibition above about 10%
# Y pestis TopoI – blocks Yersinia pestis topoisomerase I activity; Y. pestis Topo-I cleavage product accumulation, plate reader; activity, % at 10 µM; hit rate 0.064% among 360,000; AID 504884; in the data active = activity above about 50%, passing the limit was not always enough; inconclusive = no clear call, values can overlap the other calls; also: inactives centre near 2
# Anthrax LF inh2 – inhibitors of Bacillus anthracis lethal factor protease; P15917; AID 588501; inhibition, % at 10 µM; multiplex microsphere protease cleavage assay, LF; hit rate 0.12% among 360,000; also: plate controls were buffer without enzyme for full effect and enzyme alone for no effect
# Target sequence (P15917 whole entry, looked up): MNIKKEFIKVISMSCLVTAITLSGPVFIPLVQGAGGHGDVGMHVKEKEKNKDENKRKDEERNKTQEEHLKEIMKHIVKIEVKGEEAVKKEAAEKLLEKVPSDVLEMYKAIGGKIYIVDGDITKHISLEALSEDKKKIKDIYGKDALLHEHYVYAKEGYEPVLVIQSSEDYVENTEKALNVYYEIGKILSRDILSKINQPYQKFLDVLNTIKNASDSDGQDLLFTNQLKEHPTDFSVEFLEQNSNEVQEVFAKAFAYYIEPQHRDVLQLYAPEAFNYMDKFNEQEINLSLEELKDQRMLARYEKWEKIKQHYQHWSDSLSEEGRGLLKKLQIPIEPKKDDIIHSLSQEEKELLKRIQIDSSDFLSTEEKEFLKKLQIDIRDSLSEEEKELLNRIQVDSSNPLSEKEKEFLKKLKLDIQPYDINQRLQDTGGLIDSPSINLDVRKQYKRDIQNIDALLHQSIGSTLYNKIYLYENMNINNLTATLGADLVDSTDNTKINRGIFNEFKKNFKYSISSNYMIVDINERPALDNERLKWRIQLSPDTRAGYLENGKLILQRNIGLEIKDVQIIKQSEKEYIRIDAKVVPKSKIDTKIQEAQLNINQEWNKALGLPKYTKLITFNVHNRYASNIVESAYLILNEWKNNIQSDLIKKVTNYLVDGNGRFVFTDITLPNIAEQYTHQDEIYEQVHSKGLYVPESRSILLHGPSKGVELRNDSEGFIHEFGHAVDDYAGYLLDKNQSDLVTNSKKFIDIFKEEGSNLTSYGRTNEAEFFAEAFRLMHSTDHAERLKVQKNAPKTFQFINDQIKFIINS
# PrPC TRFRET – inhibitors of human cell surface prion protein PrPC; TR-FRET read-out; inhibition, % at 13.8 µM; hit rate 0.43% among 370,000; in the data active = inhibition above about 24%; also: 0% = median of the test wells and 100% = reference compound wells
# BoNT A protease – BoNT A light chain protease inhibition. multiplex microsphere protease substrate cleavage, flow cytometry. inhibition, % at 10 µM. hit rate 0.17% among 360,000. AID 588499; also: plate controls were buffer without enzyme for full effect and enzyme alone for no effect
# FadD28 binding – blocks FadD28 binding to the bisubstrate probe | hit rate 0.22% among 360,000 | inhibition, % at 12.5 µM | fluorescence polarization; in the data active = inhibition above about 8.5%, passing the limit was not always enough; inconclusive = no clear call, values can overlap the other calls
# PfHsp40 yeast – compounds rescuing yeast from Plasmodium falciparum HSP40 toxicity; S. cerevisiae expressing PfHsp40, growth rescue, ATP luminescence; growth rescue, % at 12.5 µM; hit rate 0.68% among 340,000; AID 504582; in the data active = growth rescue above about 28%, passing the limit was not always enough; inconclusive = no clear call, values can overlap the other calls;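 also: yeast W303a lacking pdr1 and pdr3 grown in galactose medium; growth measured after three days at 30 °C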
# BoNT F protease – inhibitors of Botulinum neurotoxin F light chain protease; Multiplex microsphere protease cleavage assay, flow cytometry; inhibition, % at 10 µM; hit rate 0.22% among 360,000; AID 588497; in the data active = inhibition above about 35%, passing the limit was not always enough; inconclusive = no clear call, values can overlap the other calls; also: plate controls were buffer without enzyme for full effect and enzyme alone for no effect
# * hit, by the source's call; ? = inconclusive; . = no result given. Rule as the data show it, unless noted: active = inhibition above about 30%; inconclusive = no clear call, values can overlap the other calls; inactive = below that. Compounds as they come. About 2.3% of those tested had a hit in this group.
# Keys – A = CCHFV vOTU inh; B = TcdB GH inh; C = Y pestis TopoI; D = Anthrax LF inh2; E = PrPC TRFRET; F = BoNT A protease; G = FadD28 binding; H = PfHsp40 yeast; I = BoNT F protease
> COc1cc(NC(=O)COC(=O)/C=C/c2ccc(O)c(OC)c2)cc(OC)c1
  A: 10	B: 9.2	C: -6	D: -4	E: 1	F: -0.1	G: -3.6	H: -1.0	I: -2

> O=C(Cn1nnc(-c2ccccc2Cl)n1)NCc1ccc2c(c1)OCO2
  A: 16	B: .	C: -2	D: 2	E: 2	F: 0.8	G: -2.5	H: -2.0	I: -5

> O=C(O)c1ccc(N2CCS(=O)(=O)CC2)cc1
  A: -5	B: 0.3	C: 7	D: 1	E: -10	F: 0.5	G: -3.5	H: -0.5	I: 1

> Cc1cc(/C(N)=N/OC(=O)c2ccccc2Cl)no1
  A: 0	B: -3.6	C: -11	D: .	E: 4	F: .	G: -0.9	H: -0.5	I: .

> Cc1nc2sccn2c(=O)c1S(=O)(=O)NCC1CCN(Cc2ccc(Cl)cc2)CC1
  A: 1	B: 0.1	C: 7	D: -7	E: -2	F: -0.4	G: -1.1	H: .	I: -7

> COCCn1nnnc1C(c1cc2ccc(OC)cc2[nH]c1=O)N1CCc2ccccc2C1 (stereo not given)
  A: 103*	B: .	C: 8	D: -3	E: 3	F: -0.3	G: -2.4	H: 0.5	I: -9

> CCCn1cc(S(=O)(=O)CC(=O)N2CCc3ccccc32)c2ccccc21
  A: 13	B: .	C: 13	D: -16	E: 8	F: 2.1	G: 1.4	H: 0.0	I: 16

> Nc1cc(C(=O)Nc2ccccc2F)ccc1N1CC2CC(C1)c1cccc(=O)n1C2 (stereo not given)
  A: 11	B: 2.6	C: -3	D: 2	E: 3	F: 0.1	G: 1.2	H: .	I: 0

> CN1CCN(C(=O)COc2ccc(S(=O)(=O)N(C)Cc3ccccc3)cc2)CC1
  A: -10	B: 1.5	C: 6	D: -5	E: 1	F: -0.4	G: 0.6	H: 1.5	I: 5

> COc1ccc(C(=O)N2CCN(Cc3cc(OC)c(O)c(OC)c3)CC2)cc1OC
  A: 11	B: .	C: -1	D: -2	E: -5	F: -0.2	G: -2.5	H: -1.2	I: -4

> O=C1CCN(Cc2ccc([N+](=O)[O-])cc2)CCN1[C@H](CO)Cc1ccccc1
  A: 1	B: 1.0	C: -2	D: -7	E: -16	F: -0.5	G: -1.6	H: 0.8	I: 2

> Cc1c(C(=O)O)sc(=S)n1-c1ccccc1
  A: 11	B: .	C: -1	D: -2	E: 1	F: -1.6	G: -2.4	H: -0.2	I: -25

> CCCOC(=O)c1cccc(Nc2nc(-c3cccnc3)nc3ccccc23)c1
  A: 9	B: 0.6	C: 19	D: -3	E: -7	F: 1.1	G: -12	H: 4.1	I: -3

> CCc1ccc2nc(N(CCCN(C)C)C(=O)c3ccc(C(=O)c4ccccc4)cc3)sc2c1
  A: 3	B: 0.2	C: 0	D: -6	E: -20	F: -5.7	G: -6.8	H: -1.6	I: -12

> COc1ccc(OC)c(C2C(C#N)=C(N)Oc3cc(C)[nH]c(=O)c32)c1 (stereo not given)
  A: 9	B: .	C: 3	D: 1	E: -3	F: -0.9	G: -1.4	H: -2.0	I: -3

> COC(=O)c1cc(C(=O)NCCN2C(=O)S/C(=C\c3cccs3)C2=O)cc([N+](=O)[O-])c1
  A: 3	B: .	C: 4	D: 2	E: -9	F: 4.6	G: 0.1	H: -2.0	I: -4

> CC(=O)N1CCN(c2c(F)c(F)c(C(F)(F)F)c(F)c2F)CC1
  A: 29	B: -3.8	C: 4	D: 0	E: 17	F: -0.1	G: -2.1	H: 0.2	I: -2

> COc1ccc(C2=CC(c3ccc(OC)c(OC)c3)n3nnnc3N2)c(OC)c1 (stereo not given)
  A: -4	B: .	C: 2	D: -5	E: 7	F: 1.1	G: 0.1	H: -0.6	I: -4

> CC(C)CN(C)C(=O)CCc1nnc(Cc2cccc(C(F)(F)F)c2)o1
  A: 0	B: 0.9	C: -21	D: -2	E: -5	F: -0.5	G: -4.0	H: -2.1	I: 0

> CCN(Cc1ccccc1)S(=O)(=O)c1ccc(C(=O)N2CCN(c3nc4ccccc4s3)CC2)cc1
  A: 3	B: .	C: 5	D: -6	E: -6	F: 0.0	G: -2.0	H: 5.8	I: -3

> COc1ccc(C(=O)N[C@H](C(=O)NCCc2ccc3c(c2)OCCO3)C(C)C)cc1
  A: 5	B: 1.1	C: 0	D: -3	E: 2	F: 1.2	G: -3.2	H: -0.2	I: -1

> O=C(NCCCN1CCOCC1)C1CCN(S(=O)(=O)c2c(Cl)cccc2Cl)CC1
  A: -2	B: 0.9	C: -11	D: 0	E: -1	F: -0.7	G: -1.5	H: -0.8	I: -6

> CCOC(=O)[C@H]1[C@H]2COc3ccc(C)cc3[C@@H]2N2C(=O)[C@@H](CO)NC(=O)[C@@]12C
  A: 0	B: 0.6	C: 7	D: 1	E: -1	F: 0.7	G: -0.8	H: -0.2	I: 6

> COc1ccc(Cl)cc1NC(=O)NNC(=O)C(=O)Nc1ccc(F)cc1
  A: -7	B: -1.3	C: -1	D: 7	E: 4	F: 0.1	G: -1.9	H: .	I: 2

> C=C(C)CNC(=S)N/N=C/c1ccc(NC(C)=O)cc1
  A: 17	B: 1.5	C: -2	D: -1	E: -3	F: -1.1	G: -2.9	H: -0.4	I: -3

> COc1cccc(C(=O)NNC(=O)c2sccc2-n2cccc2)c1
  A: -10	B: -0.2	C: -9	D: -7	E: 2	F: -0.3	G: -3.6	H: -0.2	I: -3

> COc1ccccc1CNC(=O)c1cc(-c2cc(Cl)ccc2C)n[nH]1
  A: -5	B: -0.9	C: 11	D: 1	E: 14	F: -0.2	G: 0.6	H: .	I: -6

> COc1ccc(C2CC(=O)NC3=C2C(=O)CCC3)cc1Cl (stereo not given)
  A: -5	B: .	C: 0	D: 4	E: 3	F: 0.2	G: -3.7	H: 0.9	I: -6

> CC1(C(=O)NS(=O)(=O)c2cccc(Cl)c2)CCN1C(=O)Cc1ccsc1 (stereo not given)
  A: 9	B: -6.7	C: 4	D: -4	E: 2	F: -0.4	G: -1.7	H: .	I: -4

> CCOC(=O)[C@H]1[C@H]2COc3ccc(C)cc3[C@@H]2N2C(=O)CN(C)C(=O)[C@@]12C
  A: 19	B: 0.0	C: 1	D: 2	E: 0	F: -0.6	G: -2.0	H: -1.3	I: -8

> O=C(NNc1nc2ccccc2nc1C(F)(F)F)c1ccccc1
  A: 7	B: .	C: 1	D: -2	E: -12	F: -0.2	G: -1.2	H: -2.1	I: -9

> CC(Oc1ccc(Cl)cc1Cl)C(=O)NN=C1CCN(C)CC1 (stereo not given)
  A: -9	B: .	C: 6	D: 2	E: 7	F: 0.9	G: -2.0	H: 0.4	I: 2

> CCOc1ccccc1-c1nc(CN(Cc2cnn(C)c2)C(C)C)c(C)o1
  A: -5	B: 0.8	C: -3	D: 0	E: 3	F: -0.1	G: -2.1	H: -1.4	I: 2

> CCOC(=O)C1CCN(C(=O)c2cccnc2)CC1
  A: -4	B: .	C: 7	D: -1	E: 3	F: -1.1	G: 0.3	H: 1.1	I: -2

> COc1ccc(-n2nnc3c(SCC(=O)N4CCCc5ccccc54)ncnc32)cc1
  A: 9	B: 0.7	C: 6	D: -6	E: 6	F: -0.3	G: -3.5	H: -0.7	I: 0

> O=C(CSc1nnc2ccccn12)NCCc1ccc(Cl)cc1
  A: -10	B: 2.2	C: 10	D: -1	E: 8	F: -0.6	G: -2.5	H: -0.5	I: -9

> Cc1c(C(=O)N2CCOCC2)c(S(=O)(=O)Nc2ccc(C(C)C)cc2)c(C)n1C
  A: 14	B: -0.7	C: -3	D: 2	E: -3	F: 4.9	G: -5.0	H: 1.4	I: 12

> Cc1ccc([N+](=O)[O-])cc1N(CC(=O)NC1CCCC1)S(C)(=O)=O
  A: -5	B: 2.4	C: 0	D: 1	E: -3	F: -0.7	G: -0.7	H: -0.2	I: 0

> CCN(CC)C(=O)[C@H]1CC(CC(=O)NCC23CC4CC(CC(C4)C2)C3)C(=O)N2CCc3c([nH]c4ccccc34)[C@]12C (stereo not given in full)
  A: 3	B: 2.0	C: 44	D: 0	E: -7	F: -0.5	G: -4.9	H: 1.9	I: -5

> CCCCC(C(=O)NC(=O)NCc1ccccc1)N1C(=O)c2ccccc2C1=O (stereo not given)
  A: 13	B: .	C: 0	D: 6	E: 2	F: 1.0	G: -1.8	H: 0.1	I: ?

> COc1ccc(-n2c(O)c(/C=N/NS(=O)(=O)c3cc(C)ccc3C)c3ccccc3c2=O)cc1OC
  A: 5	B: .	C: -11	D: -2	E: -1	F: -4.6	G: -0.9	H: -1.1	I: 0

> COc1ccc(S(=O)(=O)NCC(=O)N(Cc2ccco2)C(C(=O)NC(C)(C)C)C(C)C)cc1 (stereo not given)
  A: 20	B: -2.3	C: -12	D: 2	E: 6	F: -1.7	G: -0.2	H: -0.5	I: -6

> CCCCn1c(=O)cc(C)n(-c2ccccc2)c1=O
  A: -1	B: 0.3	C: 3	D: 3	E: -1	F: -0.1	G: 1.0	H: 0.0	I: 1

> CC1C2Cc3ccc(O)cc3[C@]1(C)CCN2CCc1ccccc1 (stereo not given in full)
  A: -1	B: 1.7	C: -1	D: -1	E: -7	F: -1.3	G: -1.9	H: -1.7	I: -4

> O=C1COc2ccc(C(=O)c3ccccc3)cc2CN1
  A: -14	B: .	C: -4	D: 3	E: 3	F: -0.4	G: -3.8	H: -0.1	I: -9

> Cc1ccc(Cl)cc1NC(=O)COc1ccccc1
  A: -9	B: 5.7	C: 9	D: -12	E: 1	F: 1.5	G: -8.2	H: 0.0	I: 24

> Cc1ccc(NC(=O)N2CCC(c3nc4c(nnn4Cc4c(F)cccc4Cl)c(=O)[nH]3)CC2)cc1
  A: -1	B: 1.6	C: 24	D: -1	E: -6	F: -0.1	G: -11	H: 12	I: -2

> CCCC(=O)Nc1ccccc1N1CCN(C(=O)C(C)C)CC1
  A: -10	B: .	C: 7	D: -13	E: 5	F: -0.9	G: -0.9	H: -0.1	I: -12

> CCC1CCC(c2nnc(-c3ccc(Br)cc3)o2)CC1 (stereo not given)
  A: 4	B: 0.8	C: 37	D: -2	E: -1	F: 1.1	G: -0.8	H: -1.4	I: -10

# Exported with values under each structure: entries from further up.
# Second line of a record: CCHFV vOTU inh | TcdB GH inh | Y pestis TopoI | Anthrax LF inh2 | PrPC TRFRET | BoNT A protease | FadD28 binding | PfHsp40 yeast | BoNT F protease
- COc1cccc(C(=O)NNC(=O)c2sccc2-n2cccc2)c1
→ -10 | -0.2 | -9 | -7 | 2 | -0.3 | -3.6 | -0.2 | -3
- COc1ccccc1CNC(=O)c1cc(-c2cc(Cl)ccc2C)n[nH]1
→ -5 | -0.9 | 11 | 1 | 14 | -0.2 | 0.6 | . | -6
- COc1ccc(C2CC(=O)NC3=C2C(=O)CCC3)cc1Cl (stereo not given)
→ -5 | . | 0 | 4 | 3 | 0.2 | -3.7 | 0.9 | -6
- CC1(C(=O)NS(=O)(=O)c2cccc(Cl)c2)CCN1C(=O)Cc1ccsc1 (stereo not given)
→ 9 | -6.7 | 4 | -4 | 2 | -0.4 | -1.7 | . | -4
- CCOC(=O)[C@H]1[C@H]2COc3ccc(C)cc3[C@@H]2N2C(=O)CN(C)C(=O)[C@@]12C
→ 19 | 0.0 | 1 | 2 | 0 | -0.6 | -2.0 | -1.3 | -8
- O=C(NNc1nc2ccccc2nc1C(F)(F)F)c1ccccc1
→ 7 | . | 1 | -2 | -12 | -0.2 | -1.2 | -2.1 | -9
- CC(Oc1ccc(Cl)cc1Cl)C(=O)NN=C1CCN(C)CC1 (stereo not given)
→ -9 | . | 6 | 2 | 7 | 0.9 | -2.0 | 0.4 | 2
- CCOc1ccccc1-c1nc(CN(Cc2cnn(C)c2)C(C)C)c(C)o1
→ -5 | 0.8 | -3 | 0 | 3 | -0.1 | -2.1 | -1.4 | 2
- CCOC(=O)C1CCN(C(=O)c2cccnc2)CC1
→ -4 | . | 7 | -1 | 3 | -1.1 | 0.3 | 1.1 | -2
- COc1ccc(-n2nnc3c(SCC(=O)N4CCCc5ccccc54)ncnc32)cc1
→ 9 | 0.7 | 6 | -6 | 6 | -0.3 | -3.5 | -0.7 | 0
- O=C(CSc1nnc2ccccn12)NCCc1ccc(Cl)cc1
→ -10 | 2.2 | 10 | -1 | 8 | -0.6 | -2.5 | -0.5 | -9
